# Screening data from PubChem BioAssay.
# Pf growth 96h: Primary qHTS for delayed death inhibitors of the malarial parasite plastid, 96 hour incubation | P. falciparum luciferase reporter growth, 96 h | Potency, µM (doses to about 28.7 µM), inactives show at the highest dose activity change, negative = inhibition, usual class: inhibitors | 320,000 tested, 6.9% active | AID 504834, 2011
#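 Compounds incubated with erythrocytes infected by luciferase-expressing P. falciparum (2% hematocrit, 0.05% parasitemia final) for 96 hours, 37 C in 5% CO2. Growth inhibition scored as decreased luciferase luminescence.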
# LmPK inh: qHTS Assay for Inhibitors of Leishmania Mexicana Pyruvate Kinase (LmPK); Q27686; purified LmPK, Kinase-Glo ATP luminescence, 1 h; Potency, µM (series often up to 57.5 µM), without a hit: at the highest dose activity change, negative = inhibition, hits mostly inhibitors; 290,000 tested, 0.37% active; AID 1721, 2009
#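 Pyruvate kinase activity monitored as ATP production (luciferase luminescence). Conditions: 0.1 nM enzyme, 0.5 mM PEP, 0.1 mM ADP, 1 h, RT; normalized against uninhibited and no-enzyme wells.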
# Sm TGR block: qHTS Assay for the Inhibitors of Schistosoma Mansoni Peroxiredoxins. purified TGR, DTNB reduction, TNB absorbance 405 nm. Potency, µM (series often up to 114 µM), for the others: at the top dose activity change, negative = inhibition, usual class: inhibitors. 360,000 tested, 3% active; note: nearly all actives have a fitted effect of over 60% in size
#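 TGR 20 nM + NADPH 100 uM (dispensed conc.), cpd preinc 15 min RT; start with NADPH (500 uM addition) then DTNB (15 mM addition). Kinetic TNB absorbance, 405 nm filter. Four-parameter Hill fit across titration.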
# HCV inh: qHTS Assay for Inhibitors of Hepatitis C Virus (HCV). Huh7.5.1 HCVcc-Cre infection, luciferase reporter, 44 h. Potency, µM (top dose mostly 41.8 µM), without a hit: at the top dose activity change, negative = inhibition, usual class: inhibitors. 340,000 tested, 3.4% active. AID 651820, 2012
#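 Cells (1,000/well) were plated 4 h before compound, then infected with HCVcc-Cre virus (~0.5 moi). After 44 h further culture, infection was read as luciferase luminescence following a 15 min substrate incubation at room temperature.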
# Tb PYK inh: qHTS of Trypanosoma Brucei Inhibitors | pyruvate kinase (Trypanosoma brucei), Q57TT1 | TbPYK enzyme, Kinase-Glo Plus ATP luminescence, 45 min | Potency, µM (doses to about 76.8 µM), inactives show top-dose activity, negative = inhibition, most hits filed as inhibitors | 410,000 tested, 0.12% active | AID 624173, 2012; note: nearly all actives have a fitted effect of over 50% in size
#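 Screened from lowest to highest concentration, compounds were pinned into TbPYK/substrate mixtures, and ADP (130 uM final) was added. Plates sat at room temperature for 45 min prior to Kinase-Glo Plus detection by luminescence.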
# Pf growth 48h: Primary qHTS for delayed death inhibitors of the malarial parasite plastid, 48 hour incubation. P. falciparum luciferase growth in erythrocytes, 48 h. Potency, µM (doses to about 28.7 µM), inactives show top-dose activity change, negative = inhibition, hits mostly inhibitors. 310,000 tested, 5.9% active
#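 In quantitative HTS format, infected erythrocytes bearing luciferase-reporter parasites were treated for a single generation at 37 C. Luminescence after adding detection reagent served as the growth measure.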
# An asterisk follows results filed as active; i = inactive; ? = inconclusive; · = not tested or not shown; & = joins results of further samples; [ ] = dose if it differs, or a comment. Calls come from the whole dose curve; as a rule, active = well fitted curve in the direction sought with a large enough effect; inconclusive = small, poorly fitted or top-dose-only effect, or another doubt; inactive = no such curve, though single readings can be large; an effect the other way counts as inactive or inconclusive. % is set by controls: 0 for no effect and ±100 for the full control effect; potency is the fitted concentration of half-maximal effect. Compounds were not picked by outcome; about 16% have a hit in one of these screens.
SMILES,Pf growth 96h,LmPK inh,Sm TGR block,HCV inh,Tb PYK inh,Pf growth 48h
COc1nc(NCCc2ccc(OC)c(OC)c2)nc(OC)n1,·,-2%,6%,-18%,-6%,-9%
COc1ccc(OC)c(C(c2nnnn2C(C)(C)C)N2CCc3ccccc3C2)c1 (stereo unspecified),249%[activator],18%,9%,7.9µM*,1%,·
Cc1ccsc1CN(C)CC(=O)Nc1ccc([N+](=O)[O-])cc1Cl,-4%,-7%,-3%,13µM*,1%,-12%
CN(C[C@H](Cc1ccccc1)N(C[C@H](CC1CCCCC1)N(CCc1ccccc1)N=O)N=O)N=O,?,3%,-35%,4%,-9%,-2%
Cc1cc(C)c(NC(=O)CSc2nc3ncc(Br)cc3[nH]2)c(C)c1,10%,4%,0%,-4%,-1%,8%
CCC(=O)CC(c1ccccc1)c1c(O)c2ccccc2sc1=O (stereo unspecified),2%,0%,4%,3%,1%,12%
Cc1ccccc1NC(=O)COC(=O)C1CC2CCCC(C1)C2=O (stereo unspecified),?,·,-7%,2%,6%,-13%
CCCCCOc1ccc(NC(=O)C(=O)NCCCn2ccnc2)cc1,·,-3%,-6%,?,-7%,-11%
Cc1nc(N2CCN(c3ccccc3)CC2)nc2c1C(=O)CC(C)C2 (stereo unspecified),-6%,0%,-25%,11µM*,-3%,14%
Cc1ccc(OCCn2cccc2/C=C2/C(=O)NC(=O)N(Cc3ccco3)C2=O)cc1,?,10%,14µM*,10%,-13%,36%
NS(=O)(=O)c1cccc(NC(=O)CSc2nnnn2-c2ccccc2)c1,42%[activator],0%,3%,-8%,-3%,-1%
COCCN(Cc1ccccc1)C(=O)c1cccc(S(=O)(=O)N(C)c2c(C)n(C)n(-c3ccccc3)c2=O)c1,-22%,·,6%,27%,0%,?
COc1cccc(CNC(=O)COC(=O)CCCNC(=O)c2ccc(Cl)cc2)c1,14%,·,1%,10%,2%,10%
O=c1c2ccccc2cnn1-c1ccc(Cl)cc1,i,-16%,9%,-1%,8%,146%[activator]
CC(C)COc1ccc(CNC(=S)Nc2ccccc2)cc1Cl,?,1%,0%,10µM*,10%,-12%[0.00184 µM]
Cc1ccc(-n2nnnc2SCC(=O)Nc2nc(-c3ccc(F)cc3)cs2)cc1C,18%,-4%,-9%,-9%,-11%,-6%
COCc1cc(C)nc(SCC(=O)Oc2ccc(Cl)cc2)c1C#N,63%[activator],7%,-8%,-7%,0%,53%[activator]
CCOC(=O)C1CCCN(S(=O)(=O)c2cc(Br)cc3c2N(C(=O)CC)CC3)C1 (stereo unspecified),-18%,2%,-14%&1%,-8%,-5%&-3%,?
CCOC(=O)CCC(NC(=O)CCC(=O)NC(CCC(=O)OCC)C(=O)OCC)C(=O)OCC (stereo unspecified),?,-1%,1%,9%,-1%,23%
CCOc1ccc(C2Nc3ccccc3C(CC)(CC)O2)cc1 (stereo unspecified),1%,10%,-5%,-15%,2%,21%
CCN(CC)C(=O)c1ncn(Cc2ccccc2)c1C(=O)N(CC)CC,31%[activator],·,-18%,3%,-9%,35%[activator]
Cc1ccc2cc(C#N)c(N3CCN(C(=O)c4cccs4)CC3)nc2c1,?,5%,-19%,?,-2%,?
O=C(CN1CCN(c2ccc(O)cc2)CC1)NC(=O)NCc1ccco1,?,-6%,-13%,-12%,-15%,-16%
CC1CN(C2CCN(S(=O)(=O)Cc3ccccc3)CC2)CC(C)O1 (stereo unspecified),·,-9%,0%,-8%,10%,3%
O=C1CCCc2ccccc2N1Cc1cccc(Cl)c1,?,3%,3%,-21%,-5%,16%
Cc1cc(/C=C2\C(=O)NC(=O)N(c3ccc(Cl)cc3)C2=O)c(C)n1C,-21%,1%,·,-1%,-1%,27%
NC(=O)c1ccccc1NC(=O)CS(=O)(=O)Cc1ccccc1,9.3µM*,0%,-6%,6%,-6%,24%
CC1=C(/C=C/C(C)=C/C=C/C(C)=C/C(=O)Nc2ccc(O)cc2)C(C)(C)CCC1,?,·,-5%,6.3µM*,5%&6%&0%&-4%,12µM*
Cc1nnn(-c2nonc2N)c1C(=O)NNC(=O)c1ccc(Cl)c(Cl)c1,18%,3%,4%,-28%,5%,59%[activator]
Cc1cccc(Cc2nnc(NC(=O)c3cccc(S(=O)(=O)N4CCOCC4)c3)s2)c1,·,4%,9%,16%&5%,5%,?

# 18 of the compounds above, tab-delimited:
smiles	Pf growth 96h	LmPK inh	Sm TGR block	HCV inh	Tb PYK inh	Pf growth 48h
NS(=O)(=O)c1cccc(NC(=O)CSc2nnnn2-c2ccccc2)c1	42%[activator]	0%	3%	-8%	-3%	-1%
COCCN(Cc1ccccc1)C(=O)c1cccc(S(=O)(=O)N(C)c2c(C)n(C)n(-c3ccccc3)c2=O)c1	-22%	·	6%	27%	0%	?
COc1cccc(CNC(=O)COC(=O)CCCNC(=O)c2ccc(Cl)cc2)c1	14%	·	1%	10%	2%	10%
O=c1c2ccccc2cnn1-c1ccc(Cl)cc1	i	-16%	9%	-1%	8%	146%[activator]
CC(C)COc1ccc(CNC(=S)Nc2ccccc2)cc1Cl	?	1%	0%	10µM*	10%	-12%[0.00184 µM]
Cc1ccc(-n2nnnc2SCC(=O)Nc2nc(-c3ccc(F)cc3)cs2)cc1C	18%	-4%	-9%	-9%	-11%	-6%
COCc1cc(C)nc(SCC(=O)Oc2ccc(Cl)cc2)c1C#N	63%[activator]	7%	-8%	-7%	0%	53%[activator]
CCOC(=O)C1CCCN(S(=O)(=O)c2cc(Br)cc3c2N(C(=O)CC)CC3)C1 (stereo unspecified)	-18%	2%	-14%&1%	-8%	-5%&-3%	?
CCOC(=O)CCC(NC(=O)CCC(=O)NC(CCC(=O)OCC)C(=O)OCC)C(=O)OCC (stereo unspecified)	?	-1%	1%	9%	-1%	23%
CCOc1ccc(C2Nc3ccccc3C(CC)(CC)O2)cc1 (stereo unspecified)	1%	10%	-5%	-15%	2%	21%
CCN(CC)C(=O)c1ncn(Cc2ccccc2)c1C(=O)N(CC)CC	31%[activator]	·	-18%	3%	-9%	35%[activator]
Cc1ccc2cc(C#N)c(N3CCN(C(=O)c4cccs4)CC3)nc2c1	?	5%	-19%	?	-2%	?
O=C(CN1CCN(c2ccc(O)cc2)CC1)NC(=O)NCc1ccco1	?	-6%	-13%	-12%	-15%	-16%
CC1CN(C2CCN(S(=O)(=O)Cc3ccccc3)CC2)CC(C)O1 (stereo unspecified)	·	-9%	0%	-8%	10%	3%
O=C1CCCc2ccccc2N1Cc1cccc(Cl)c1	?	3%	3%	-21%	-5%	16%
Cc1cc(/C=C2\C(=O)NC(=O)N(c3ccc(Cl)cc3)C2=O)c(C)n1C	-21%	1%	·	-1%	-1%	27%
NC(=O)c1ccccc1NC(=O)CS(=O)(=O)Cc1ccccc1	9.3µM*	0%	-6%	6%	-6%	24%
CC1=C(/C=C/C(C)=C/C=C/C(C)=C/C(=O)Nc2ccc(O)cc2)C(C)(C)CCC1	?	·	-5%	6.3µM*	5%&6%&0%&-4%	12µM*

# (more compounds)
SMILES,Pf growth 96h,LmPK inh,Sm TGR block,HCV inh,Tb PYK inh,Pf growth 48h
O=C(N/N=C\c1ccc(Sc2ccccn2)o1)c1cccc(F)c1,22%,1%,-3%,-3%,-11%,-5%
COc1nonc1NCn1nc(C)cc1C,?,-10%,?,5%,2%,-2%
COc1ccc(N2CCN(C(=O)C3CCN(S(=O)(=O)c4ccc5c(c4)oc(=O)n5C)CC3)CC2)cc1,26%,-1%,-17%,2%,3%,?
CCN(CC(=O)Nc1c(F)cccc1F)C(=O)c1cccc(S(=O)(=O)N(C)c2ccccc2)c1,-3%,·,5%,?,-1%,?
CCOc1ccc(NC(=O)NNC(=O)c2ccc3ccccc3c2O)cc1,16%,-13%,-18%,9%,7%,?
CCOC(=O)c1oc2nc(C(C)C)c3c(c2c1N)CCC3,·,8%,-23%,-63%,-1%,?
COc1cc(CO)ccc1OCC(=O)Nc1ccc(Br)cc1,?,-2%,·,7%,9%,22%
CN=c1sc2ccccc2n1CC(O)c1ccccc1 (stereo unspecified),25%,-3%,33%,0%,2%,?
CS(=O)(=O)N1CCCC(C(=O)NCc2ccccn2)C1 (stereo unspecified),?,-2%,-3%,20%,-23%,?
COc1ccc(CC(=O)Nc2cccc(/C(C)=N/NC(=O)c3cccc([N+](=O)[O-])c3)c2)cc1,26%,-1%,-21%,?,-2%,1%
CCN(c1cccc(C(F)(F)F)c1)S(=O)(=O)c1ccc2c(c1)CCN2C(=O)C1CC1,·,-5%,-16%,?,1%,?
CC(=O)c1cccc(NC(=O)CSc2nnc(C(C)N(C)C)n2Cc2ccccc2)c1 (stereo unspecified),?,-2%,25µM*,-10%,-10%,?
CCCSc1nc(C)c2cc(C)cc(C)c2n1,?,5%,?,1%,-10%,8%
CC(=O)Nc1sc2c(c1-c1nc3ccccc3s1)CCN(C(C)C)C2,4.1µM*,2%,16%,8.9µM*,-1%,3.7µM*
OCC#CCSc1nnc(-c2ccc(Br)cc2)o1,·,-2%,-8%,?,-1%,87%[activator]
C=CCn1c(=O)c(C(=O)Nc2cccnc2)c(O)c2ccccc21,102%[activator],2%,-3%,18%,-9%,39%[activator]
COc1ccc(C(=S)NC2CCCCC2)cc1,41%[activator],7%,6%,8%,?,53%[activator]
CC(=O)C1=C(c2ccccc2)NC(=O)NC1c1ccccc1OCC(=O)Nc1ccccc1 (stereo unspecified),·,7%,8%,12%,-1%,·
O=C(N/N=C/c1ccc(OC(=O)c2cccc(F)c2)cc1)c1cccnc1,17%,1%,-13%,20%,-1%,4%
O=C(CC(c1ccccc1)c1cc(Br)ccc1O)N1CCCC1 (stereo unspecified),16%,4%,3%,?,-20%,?
COc1ccc(CCN2C(=NC(=O)CC(C)C)SC3CS(=O)(=O)CC32)cc1OC (stereo unspecified),2%,3%,4%,14%,3%,12%
CC(=O)c1ccc(OC(=O)C2CSC3(C)CCC(=O)N23)cc1 (stereo unspecified),-18%,·,-14%,4%,-6%,-9%
CC1CC(C)CN(CCCNC(=O)Cn2ncc3c([nH]c4ccccc43)c2=O)C1 (stereo unspecified),13%,1%,0%,?,6%,6%
CC(C)n1c(N2CCN(CC(=O)NCc3cccs3)CC2)nc2ccccc21,?,0%,-1%,-26%,-1%,-15%
Cc1ccc(-n2cnc(=O)c3cccnc32)cc1,86%[activator],-6%,4%,-4%,13%,52%[activator]
COc1ccc(C(=O)/C=C/Sc2nc3ccccc3o2)cc1,-27%,-5%,0.32µM*,?,2%,?
CC(C)N(C(=O)CSc1nc(Cc2ccccc2)nc2ccccc12)C(C)C,-2%,-1%,3%,?,-2%,10µM*
NCCc1nnc(SCc2ccccc2Cl)o1,57%[activator],2%,1%,-16%,-4%,0%
CC1CC(C)CN(C(=O)C(NS(=O)(=O)c2ccc(Br)s2)c2ccccc2)C1 (stereo unspecified),58%[activator],2%,4%,-23%,-6%,?
O=C(CSc1c(Cl)cccc1Cl)NC1CCCc2ccccc21 (stereo unspecified),?,4%,-4%,5%,-4%,-11%
CCN(CC)S(=O)(=O)c1cccc(C(=O)OCC(=O)C23CC4CC(CC(C4)C2)C3)c1,·,-4%,0%,16%,2%,?
CC(C)OC(=O)n1c(=S)oc2ccccc21,7%,9%,0%,9%,-6%,·
N#Cc1cccnc1Oc1ccccc1,42%[activator],1%,0%,3%,1%,?
